Screening data (PubChem BioAssay)
Lipid storage S3 = qHTS Assay for Lipid Storage Modulators in Drosophila S3 Cells | lipid storage change, negative = inhibition, % at the top dose, mostly 46.1 µM; hits show Potency in µM | Drosophila S3 cells, BODIPY lipid droplet fluorescence, 18-24 h; cells fed with added oleic acid | hit rate 0.64% among 320,000; active means well fitted inhibition curve with a large enough effect in the signal ratio, with a control signal flat, not every such curve was filed as active; inconclusive means small, poorly fitted or top-dose-only effect, or effect the other way, or a change in a side signal; the % refers to the signal ratio
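Drosophila S3 cells loaded with oleic acid (400 uM, as added) and compounds at several concentrations; lipid droplets imaged by 488-nm laser-scanning cytometry, 500–530 nm intensity and object ratio to cell channel. Percent activity normalized to 20 uM Triacsin C.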
Lipid storage S3 cell count max = further read-out of Lipid storage S3, marked with its call; cell number change, %; measured here: cell count max response;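 cells counted by Cell Tracker Red CMTPX staining in the red channel; peak over a dose series mostly up to 46.1 µM; percent activity relative to internal control wells on each plate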
* = called active by the depositor; i = inactive; ? = inconclusive; . = no result given; [ ] = remark or other dose. On the % scale 0 is the no-effect control and ±100 the full control effect; potency means the concentration at half of the fitted maximal effect. A portion of the library (hit frequency here may not be typical).

SMILES	Lipid storage S3	Lipid storage S3 cell count max
CC(NC(=O)c1cccs1)C(c1cccs1)N1CCN(c2ccccc2)CC1 (centres undefined)	10.6%	0.5
C=C(C)Cn1c(-c2ccc(OC)cc2)nc2ccccc21	4.9%	-5.8
CC(C)(C)c1ccc(CN2N=C(/C=C/c3ccccc3)CCC2=O)cc1	?	.
O=C(CCCN1C(=O)c2ccccc2C1=O)N1CCCCC1	3.3%	1.0
NC(N)=NN=C1c2ccccc2-c2ccccc21	12.6%	8.3
COc1ccc(CC(=O)Nc2ccc(-c3noc(-c4ccc(Cl)cc4)n3)cc2)cc1	-5.4%	-6.7
Cc1ccc(F)cc1NC(=O)N1c2ccccc2NC(=O)CC1C (centres undefined)	6.5%	-8.0
O=c1c2cc(Br)ccc2nc(-c2ccc(Cl)cc2)n1O	3.8%	-0.7
COC(=O)c1ccc(Cn2nc(-c3ccc(C)c(C)c3)ccc2=O)cc1	?	.
CCOC(=O)Cc1csc(SCC(=O)NC2CCCC(C)C2C)n1 (centres undefined)	?	.
O=C(Nc1ccc(Oc2cccnc2)cc1)C1CCN(Cc2ccccc2)CC1	-22.2%	20.5
Cc1ccc(OCCN2C(=O)c3ccccc3C2=O)c(C)c1	i	.
Cc1cc(C)c(S(=O)(=O)c2c(C)cccc2C)c(OCC(C)C)n1	?	.
O=C(c1ccc(S(=O)(=O)Nc2ccccc2)cc1)N1CCCC1	?	.
COc1ccc(-c2ncccc2OC(=O)C23CC4CC(CC(C4)C2)C3)cc1OC	0.3%	-1.5
N/C(=N\OC(=O)c1ccc(F)cc1)c1cccc([N+](=O)[O-])c1	-20.2%	-5.9
O=C(COc1ncnc2ccccc12)Nc1cc([N+](=O)[O-])ccc1F	10.9%	4.8
COc1ccc(N2CCN(S(=O)(=O)CCNC(=O)COc3ccccc3)CC2)cc1	i	.
Cc1cc(C)cc(N(C(=O)c2ccc(Br)o2)C2C=CS(=O)(=O)C2)c1 (centres undefined)	-9.6%	-3.1
Cc1ccc(C(=O)COc2cccc(NC(=O)c3ccco3)c2)cc1	?	.
CCOC(=O)N1CCN(S(=O)(=O)c2ccc3c(c2)SCC(=O)N3)CC1	-6.6%	9.8
Cc1ccc(Nc2nnc(SCC(=O)Nc3ncc(S(=O)(=O)c4ccc([N+](=O)[O-])cc4)s3)s2)cc1	?	.
O=C1CCCC/C1=C\Nc1ccc(S(=O)(=O)Nc2cnc3ccccc3n2)cc1	5.3%	9.4
CC(=O)c1cccc(NC(=O)c2cc(S(=O)(=O)N3CCOCC3)cs2)c1	?	.
COc1ccc(/C=N/OCC(=O)NCc2cccs2)c(OC)c1	6.9%	18.9
Following part:
SMILES	Lipid storage S3	Lipid storage S3 cell count max
Cc1ccc(O)c(C(=O)c2cc(C#N)c3nc4ccccc4n3c2)c1	?	.
O=C(NCc1cccnc1)c1ccc(NC(=O)c2ccco2)cc1	?	.
CC(=O)C1=C(Nc2ccccc2)CC(C)(O)C(C(C)=O)C1c1ccccc1 (centres undefined)	5.2%	6.3
CN(C)S(=O)(=O)c1ccc(C(=O)NCc2nnc(SCC(=O)N3CCCCCC3)o2)cc1	27.3%	7.6
CCN(CC)CCNc1ccc2nnc(CCNS(=O)(=O)c3ccc(C)cc3)n2n1	?	.
Cc1ccc(NC(=O)CSc2ncnc3ccccc23)cc1S(=O)(=O)N1CCCCCC1	-19.4%	-5.0
Cc1ccc(C(=O)NNC(=O)c2ccncc2)cc1S(=O)(=O)N1CCOCC1	?	.
CCOc1ccc(Nc2nc(N)nc(CSC(=S)N3CCOCC3)n2)cc1	10.9%	24.3
O=C(COc1ncnc2ccccc12)N1CCN(C(=O)c2ccco2)CC1	?	.
COc1ccc(OC)c(NC(=O)CSc2ncnc3c2cnn3-c2ccccc2Cl)c1	?	.
CC(=O)Nc1ccc(NC(=O)Cn2nc([N+](=O)[O-])c(Br)c2C)cc1	i	.
COC(=O)[C@@H](NC(=O)Nc1cccc(Br)c1)C(C)C	?	.
O=C(COC(=O)c1ccc([N+](=O)[O-])o1)Nc1cccc(S(=O)(=O)N2CCCCC2)c1	?	.
CCC(C)c1ccc(O)c(NC(=S)NC(=O)c2cccnc2)c1 (centres undefined)	?	.
COc1cccc(CNC(=O)C2CCCN(S(=O)(=O)N3CC(C)CC(C)C3)C2)c1 (centres undefined)	?	.
O=S(=O)(c1cccc2c(S(=O)(=O)N3CCCC3)cccc12)N1CCCC1	i	.
CCN(CC(=O)Nc1c(F)cccc1F)C(=O)c1ccc(N2CCCC2)c([N+](=O)[O-])c1	i[0.0737 µM]	.
Cc1c(C)[n+](=O)c(-c2ccco2)c(C)n1[O-]	-11.9%	-4.5
COc1ccc(/C=C2\SC(=O)N(CCNC(=O)C3CC(=O)N(c4ccccc4)C3)C2=O)cc1 (centres undefined)	?	.
CC(C)Cn1cnc2c(c1=N)C(c1ccccc1)C1=C(CC(C)(C)CC1=O)O2 (centres undefined)	-12.6%	-21.8
Cc1ccc(-n2nc(C)c3c(=O)[nH]c(C(F)(F)F)nc32)cc1	?	.
S=c1[nH]nc(COc2ccccc2)n1/N=C/c1ccccn1	?	.
O=C(N/N=C/c1cccc(Oc2ccccc2)c1)c1ccccc1Br	-2.7%	-24.4
CC(=O)N1CCC2(CC1)C/C(=N\NC(=S)Nc1ccccc1C)c1cc(O)ccc1O2	-3.1%	-7.4
COc1ccccc1NC(=O)Cn1c(=O)n2nc(C)nc2c2ccccc21	?	.

As a working copy, part of the list above:
SMILES	Lipid storage S3	Lipid storage S3 cell count max
Cc1ccc(C(=O)NNC(=O)c2ccncc2)cc1S(=O)(=O)N1CCOCC1	?	.
CCOc1ccc(Nc2nc(N)nc(CSC(=S)N3CCOCC3)n2)cc1	10.9%	24.3
O=C(COc1ncnc2ccccc12)N1CCN(C(=O)c2ccco2)CC1	?	.
COc1ccc(OC)c(NC(=O)CSc2ncnc3c2cnn3-c2ccccc2Cl)c1	?	.
CC(=O)Nc1ccc(NC(=O)Cn2nc([N+](=O)[O-])c(Br)c2C)cc1	i	.
COC(=O)[C@@H](NC(=O)Nc1cccc(Br)c1)C(C)C	?	.
O=C(COC(=O)c1ccc([N+](=O)[O-])o1)Nc1cccc(S(=O)(=O)N2CCCCC2)c1	?	.
CCC(C)c1ccc(O)c(NC(=S)NC(=O)c2cccnc2)c1 (centres undefined)	?	.
COc1cccc(CNC(=O)C2CCCN(S(=O)(=O)N3CC(C)CC(C)C3)C2)c1 (centres undefined)	?	.
O=S(=O)(c1cccc2c(S(=O)(=O)N3CCCC3)cccc12)N1CCCC1	i	.
CCN(CC(=O)Nc1c(F)cccc1F)C(=O)c1ccc(N2CCCC2)c([N+](=O)[O-])c1	i[0.0737 µM]	.
Cc1c(C)[n+](=O)c(-c2ccco2)c(C)n1[O-]	-11.9%	-4.5
COc1ccc(/C=C2\SC(=O)N(CCNC(=O)C3CC(=O)N(c4ccccc4)C3)C2=O)cc1 (centres undefined)	?	.
CC(C)Cn1cnc2c(c1=N)C(c1ccccc1)C1=C(CC(C)(C)CC1=O)O2 (centres undefined)	-12.6%	-21.8

Other records follow.
SMILES	Lipid storage S3	Lipid storage S3 cell count max
O=C(CSc1nnc2ccccn12)Nc1ccc2c(c1)OCO2	?	.
C=CCNc1nc(C)nc(OC)n1	?	.
CC(=O)c1c(C(C)=O)c(C)n(C2CCCCC2)c1C	4.2%	6.4
CC1C/C(=N\NC(=O)CCc2ccc(S(=O)(=O)N3CCOCC3)cc2)CC(C)(C)C1 (centres undefined)	-7.3%	3.2
Cc1cc(C)n(/N=C/c2cccs2)c(=O)c1C#N	?	.
COc1ccc(Cl)cc1NC(=S)Nc1ccccc1F	?	.
CS(=O)(=O)Cc1ccc(C(=O)N2CCCC2c2cccs2)cc1 (centres undefined)	?	.
CCc1ccc(-c2nn(-c3cc(Cl)ccc3[N+](=O)[O-])c(=O)c3ccccc23)cc1	2.3%	3.6
Cc1onc(-c2ccccc2)c1-c1nnc(COC(=O)c2ccc(O)cc2)o1	?	.
O=C(CCCn1cc([N+](=O)[O-])cn1)NC1CCCCCC1	7.5%	8.0
COc1ccc(CCNC(=O)c2ccc3c(=O)n4c(nc3c2)CCC4)cc1OC	?	.
C[C@@H](NC(=O)c1nc[nH]c1C(=O)NCC(=O)OC(C)(C)C)c1ccccc1	i	3.0
O=S(=O)(/N=C(/c1ccccc1)N1CCCCC1)c1ccccc1	-4.4%	0.8
Cc1ccccc1NC(=O)CCC(=O)N/N=C/c1ccc(F)cc1	2.6%	5.3
COc1ccc(-c2nc(C(=O)NCCCN3CCOCC3)cc3c2[nH]c2ccccc23)cc1OC	?	.
Cc1cccc(NC(=S)N/N=C2\CC(C)(C)Oc3ccc(O)cc32)c1	?	.
Cc1cc(OCC(=O)NCc2cccnc2)c2c(C)c(C)c(=O)oc2c1	?	.
COc1ccc(OC)c(NC(=S)NCc2cccnc2)c1	6.2%	.
Cc1[nH]c(=S)c(C#N)c(C)c1CCC#N	-19.2%	16.7
CN(C(=O)c1cccc(NC(=O)Cc2ccccc2)c1)c1ccccc1	-2.0%	-0.7
COCc1cc(C)nc(Sc2nc3c(c(=O)n(C)c(=O)n3C)n2C)c1C#N	i	.
COC(=O)c1c(NC(=O)c2ccc(N(C)S(=O)(=O)c3ccc(C)cc3)cc2)sc2c1CCCC2	8.3%	-4.0
CCn1cc(C(=O)N(C)c2ccc(OC)cc2OC)c2cc(OC)c(OC)cc2c1=O	i	3.6
Cc1ccc(C(=O)N/N=C\c2cccn2C)cn1	?	.
CC(NC(=O)Nc1ncccn1)(C(F)(F)F)C(F)(F)F	?	.
Further compounds follow:
SMILES	Lipid storage S3	Lipid storage S3 cell count max
CN1CCN(C(=O)/C(=C\c2cccnc2)NC(=O)c2cccc(Br)c2)CC1	?	.
Cc1ccnc(NC(=O)CCC(=O)N(CC(=O)NCc2ccccc2)Cc2cccs2)c1	?	.
Cc1cc(C)c2c(=O)[nH]c(SCc3ccccc3)nc2n1	?	.
Cc1ccc(C2/C(=C(\O)c3ccc4c(c3)OCCO4)C(=O)C(=O)N2CCCN(C)C)o1 (centres undefined)	?	.
COc1ccc(C(=O)C2CCCN(C(=O)c3ccnn3C)C2)c(C)c1 (centres undefined)	16.9%	-0.8
C[C@H]1CN=C(N(C)C)N1CCC1CCCCC1	?	.
O=c1[nH][nH]c(C(F)(F)F)c1C=Nc1ccc(Cl)cc1	-19.9%	-16.0
Cc1ccc(NC(=O)CC2SC(=NC3CCCCC3)NC2=O)cc1 (centres undefined)	?	.
COc1ccccc1N1CCN(C(=O)CCC(=O)Nc2nnc(C(C)C)s2)CC1	?	.
C[C@H]1C=C(C(=O)N2CCN(Cc3ccc4c(c3)OCO4)CC2)O[C@@H](OCc2ccc(CO)cc2)C1	6.2%	4.9
Cc1ccc(CNC(=O)c2ccc(Cn3nc(C)c(Cl)c3C)o2)cc1	-3.2%	-22.9
CCN(CC)c1ccc(NC(=O)CCS(=O)(=O)c2ccc(Br)cc2)c(C)c1	?	.
C=CCn1c2ccccc2c2nnc(SCC(=O)NC(C(=O)OC)C(C)C)nc21 (centres undefined)	?	.
Cc1ccc(S(=O)(=O)NCCN2CCN(S(=O)(=O)c3ccccc3Cl)CC2)cc1	-5.4%	-4.3
Cc1cc(C)nc(Nc2ccc(Cl)cc2C)n1	19.3%	0.7
COC1CCCN(Cc2cn(C)nc2-c2ccc(Oc3ccccc3)cc2)C1 (centres undefined)	10.3%	.
COc1ccc2cc(C(=O)N3CCCC(Nc4ccc(F)cc4)C3)n(C)c2c1 (centres undefined)	?	.
COc1ccccc1C1NC(=O)NC(C)=C1C(=O)OCc1ccccc1 (centres undefined)	7.2%	8.0
COc1ccccc1CN1CCCCCC1	4.1%	10.4
COc1ccc2c(c1)CC/C(=C/c1cc(OC)c(OC)c(OC)c1)C2=O	-4.6%	-0.5
CC(=O)c1ccccc1OC(=O)CCN1C(=O)C2C3C=CC(C4CC34)C2C1=O (centres undefined)	-20.4%	-17.6
NC(=O)c1ccsc1NC(=O)COC(=O)/C=C/c1ccc([N+](=O)[O-])cc1	4.7%	-1.1
COc1ccccc1CNCc1cc(OC)c(OC)cc1OC	i	-2.4
CC(=O)Nc1nc(C)c(Oc2cccc(C(F)(F)F)c2)c(=O)[nH]1	?	.
N#C/C(=C/c1ccc(O)c(O)c1)C(=O)NCc1ccc(Cl)cc1	?	.
Next part:
SMILES	Lipid storage S3	Lipid storage S3 cell count max
CC1(C)Cc2c(cnn2-c2ccc(F)cc2)C(NC(=O)CCN2CCCC2=O)C1 (centres undefined)	i	.
CCOc1ccc(C2N(c3cc(C)on3)C(=O)C3CCCN32)cc1OC (centres undefined)	-3.3%	-5.7
C=CC[n+]1c(-c2ccccc2)csc1NC(C)(C)C	?	.
CCNC(=O)N1C(=O)C2(OCCO2)c2ccccc21	?	.
Cc1cccc2sc(N(CCN(C)C)C(=O)C3CCN(S(=O)(=O)c4cccs4)CC3)nc12	?	.
CC1(NC(=O)Cn2cc(C(F)(F)F)ccc2=O)CCS(=O)(=O)C1 (centres undefined)	?	.
CC(C)CNC(=S)NC(=O)c1ccc([N+](=O)[O-])cc1	?	.
CCN(CC)CCNS(=O)(=O)c1ccc(Cl)cc1	?	.
CC(=O)Nc1ccc(S(=O)(=O)N2CCN(C(=O)N3CCOCC3)CC2)cc1	3.9%	2.7
CC(NC(=O)c1ccc(C(C)(C)C)cc1)C(=O)O (centres undefined)	-0.3%	18.9
CCn1cc(C(=O)OCC(=O)N(C)Cc2ccccc2)c(=O)c2ccc(C)nc21	?	.
COc1ccc(NC(=O)c2ccco2)cc1NC(=O)c1cccs1	?	.
O=C(NC(=S)Nc1ccccc1)c1ccc(Br)o1	12.7%	13.6
COc1ccc2c(c1)C1NC(=S)N[C@@](C)(O2)C1C(=O)Nc1ccccc1 (some centres undefined)	?	.
CCN(CC)c1ccc(S(=O)(=O)N2CCOCC2)cc1NC(=O)COC(=O)c1ccco1	-16.0%[0.0737 µM]	18.9
